# ANO1 block = inhibitors of mouse TMEM16A calcium-activated chloride channel. normalized B-score (activity score, 25-100; higher = stronger inhibition) at 10 µM. Q8BHY3. HEK293 TMEM16A/YFP iodide influx fluorescence, ionomycin. 1.2% of 310,000 active;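 active = ratio plate-corrected score three or more library SD toward inhibition, starting fluorescence score within five deviations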;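 note: score derived from kinetic fluorescence span divided by baseline fluorescence per well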
# KCNQ1 act = potentiates or activates the human KCNQ1 potassium channel | CHO-K1 KCNQ1, thallium flux FluxOR fluorescence; hits give high values | B-score at 10 µM | 0.35% of 310,000 active;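 active = fluorescence ratio B-score, a plate-corrected score, at least three library SD, with initial intensity B-score within 5 SD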
#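 assay system = CHO-K1 cells stably expressing KCNQ1 | medium = assay buffer, equal DMSO in all wells | timing = 37 °C overnight plating, 90-min dark dye load, 20-min compound pretreatment | measured by = kinetic FluxOR thallium fluorescence, 10-s 1-Hz baseline, 110-s post-stimulus read | measure = fluorescence change relative to baseline, converted to B score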
# TRPC4 act = opens the mouse TRPC4 cation channel; Q9QUQ5; HEK293 TRPC4beta/mu-opioid, Fluo4 calcium fluorescence; hits give high values; B-score at 10 µM; 0.49% of 310,000 active; AID 2237;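 active = B-score above 5 SD of library B-scores, and initial fluorescence ratio not above library mean plus 5 SD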;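 note: positive B-score marks a calcium rise read as TRPC4 activation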
#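 Test system: HEK293 cells stably co-expressing mouse TRPC4beta and mu-opioid receptor | Schedule: Fluo4 dye loading 45 min at room temperature, 110 s recording | Measured by: Kinetic Fluo4 calcium fluorescence, 5 s baseline at 1 Hz | Evaluation: B score of integrated ratio | Controls: Buffer (low) and maximal DAMGO (high)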
# TRPC4 PAM = TRPC4 (mouse) allosteric potentiation; AID 2227; HEK293 TRPC4beta/mu-opioid, DAMGO EC20, Fluo-4 Ca2+ flux; hits give high values; B-score at 10 µM; 0.42% of 310,000 active; Q9QUQ5;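 active = B-score of calcium response area above 5 SD of library B-scores, with initial fluorescence ratio within 5 SD of library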;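 note: B-score of integrated fluorescence ratio over time as area under calcium response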
# KCNQ1 inh = blocks the human KCNQ1 potassium channel; P51787; CHO-K1 KCNQ1, FluxOR thallium flux fluorescence; hits give high values; B-score at 10 µM; 1.3% of 310,000 active;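 active = compounds whose thallium flux B-score, printed positive for inhibition, exceeds three library SD while starting fluorescence stays within three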;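 note: channel opened by potassium depolarization with thallium stimulus after 20 min compound exposure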
# TMEM16A act = activators or potentiators of mouse TMEM16A chloride channel. Q8BHY3. HEK293 TMEM16A/YFP-H148Q/I152L, iodide quench fluorescence; hits give low values. B-score at 10 µM. 0.3% of 340,000 active;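 active = fluorescence-ratio B-score plate-corrected deviation score at least 3 library SD below zero, with starting fluorescence score within 5 deviations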;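 note: channel opened by trigger with iodide after compound preincubation; score built on the fluorescence ratio of max minus min over baseline; more negative score means more quench and so TMEM16A activation or potentiation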
# DYRK1A inh = Dyrk1A (rat) kinase inhibition | ADP-Glo luminescence, NFATc1 peptide | inhibition, % at 12.5 µM | 0.43% of 310,000 active; in the data active = inhibition above about 50%;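 note: plate controls were vehicle with enzyme for no effect and no enzyme for full effect; many of its hits are not listed in these tables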
# KCNK9 block = human KCNK9 channel inhibition; Q9NPC2; HEK293 KCNK9, FluxOR thallium flux fluorescence; hits give low values; B-score at 10 µM; 1.2% of 310,000 active; AID 488922;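 active = ratio B-score over 3 SD below the library mean, with starting fluorescence within 5 SD of its mean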;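 note: negative B-score means less thallium flux so channel inhibition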
# Target sequence (Q9NPC2 whole entry, looked up): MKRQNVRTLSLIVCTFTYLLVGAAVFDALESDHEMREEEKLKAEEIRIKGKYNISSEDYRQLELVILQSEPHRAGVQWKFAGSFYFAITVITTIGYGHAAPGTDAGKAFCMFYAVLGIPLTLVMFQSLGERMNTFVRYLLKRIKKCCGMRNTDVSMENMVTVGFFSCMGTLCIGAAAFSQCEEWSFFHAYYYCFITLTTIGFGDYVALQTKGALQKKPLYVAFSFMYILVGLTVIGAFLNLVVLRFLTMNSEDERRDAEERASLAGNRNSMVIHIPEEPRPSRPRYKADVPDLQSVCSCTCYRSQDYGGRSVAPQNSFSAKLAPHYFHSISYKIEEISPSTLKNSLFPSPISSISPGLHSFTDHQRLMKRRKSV
# HDAC3 inhib = inhibitors of human histone deacetylase 3. recombinant HDAC3, fluorogenic peptide/trypsin coupled, fluorescence. inhibition, % at 8.3 µM. 0.15% of 320,000 active; in the data active = inhibition above about 26%, passing the limit was not always enough; inconclusive = no clear call, values can overlap the other calls
# KCNK3 inh = human KCNK3 channel inhibition, primary screen; 0.84% of 340,000 active; CHO-KCNK3 thallium flux, FluxOR fluorescence; hits give low values; B-score at 10 µM; O14649;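 active = B-score under library mean minus 4 SD, starting fluorescence ratio at most library mean plus 5 SD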;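 note: more negative B-score means stronger inhibition of thallium flux through KCNK3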
# Target sequence (O14649 whole entry, looked up): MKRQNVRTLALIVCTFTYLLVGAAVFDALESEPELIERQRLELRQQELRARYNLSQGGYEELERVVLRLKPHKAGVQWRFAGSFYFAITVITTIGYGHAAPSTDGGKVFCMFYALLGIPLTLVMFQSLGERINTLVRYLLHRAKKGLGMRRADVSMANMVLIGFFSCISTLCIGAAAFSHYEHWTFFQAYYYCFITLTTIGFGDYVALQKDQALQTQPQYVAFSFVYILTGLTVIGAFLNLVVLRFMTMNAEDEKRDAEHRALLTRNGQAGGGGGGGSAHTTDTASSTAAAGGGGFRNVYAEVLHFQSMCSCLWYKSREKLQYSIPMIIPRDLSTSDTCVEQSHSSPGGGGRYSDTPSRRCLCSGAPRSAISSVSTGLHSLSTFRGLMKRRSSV
# hERG protect = shields human hERG channel from block by proarrhythmic agents | Q12809 | CHO-hERG, FluxOR thallium flux, dofetilide IC70 present | activation (rescue from dofetilide block), less the hit threshold, % at 10 µM | 0.51% of 310,000 active;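 active = activation above the mean of controls blocked by dofetilide plus 5 SD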;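 note: thallium influx through hERG after potassium depolarization seen as dye fluorescence rise; in these data hits start at about 4.7%; inactives centre near -7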
# Numbers without * were called inactive; i = inactive; ? = inconclusive; nt = not tested or not shown.
SMILES,ANO1 block,KCNQ1 act,TRPC4 act,TRPC4 PAM,KCNQ1 inh,TMEM16A act,DYRK1A inh,KCNK9 block,HDAC3 inhib,KCNK3 inh,hERG protect
CCc1ccc(N(CC(=O)N2CCOCC2)S(C)(=O)=O)cc1,i,i,i,i,i,i,10.9,i,-3.6,i,-8.5
COc1cc(Cl)c(C)cc1NC(=O)CN(C)Cc1cccc(OC)c1OC,25*,i,i,i,i,i,9.0,i,10.6,-12.9*,-8.3
N#CCSCC(=O)Nc1ccc(Cl)cc1,i,i,i,i,i,i,2.1,i,-5.2,i,-12.6
Cc1c(C(=O)N2CCOCC2)sc(NC(=O)C(C)C)c1C#N,i,i,i,i,i,i,-6.7,i,-4.7,i,0.7
COCCN(C(=O)CSc1nc2nc(C)cc(C)n2n1)c1c(N)n(Cc2ccccc2)c(=O)[nH]c1=O,i,i,i,i,i,i,-5.0,i,5.7,i,-8.4
C/C=C(\C)C(=O)N1CC2(CC(c3cccc(NC(=O)CCCCC)c3)=NO2)C[C@@H]1C(N)=O (stereo not given in full),i,i,i,i,i,i,3.4,i,-0.4,i,-9.3
c1cncc(-c2nc(-c3ccco3)cs2)c1,i,i,i,i,i,i,5.6,i,-8.8,i,-11.6
CCC(C)NC(=O)c1ccc(C2SCC(=O)N2Cc2ccccc2)cc1 (stereo not given),i,i,i,i,i,i,1.2,i,-5.2,i,-5.9
O=C(C1CCCN(S(=O)(=O)c2ccc(Br)s2)C1)N1CCN(c2ccccc2)CC1 (stereo not given),i,i,i,i,i,i,-1.9,i,4.0,i,-11.8
CCCC(C(=O)NCc1ccco1)N(C(=O)CNS(=O)(=O)c1ccc(Cl)cc1)C1CCCC1 (stereo not given),i,i,i,i,i,i,-1.4,i,-5.7,i,-5.4
Cc1ccc(C2OC34CCCCCC3C(C#N)(C(=N)O4)C2(C#N)C#N)cc1 (stereo not given),i,i,i,i,i,i,-1.8,i,-11.5,i,-8.2
COC(=O)c1cc2c(ccn2-c2ccc(F)cc2)n1Cc1ccc(OC(C)=O)cc1,i,i,i,i,i,i,-2.5,i,3.0,i,-2.9
COC(=O)c1c(C)oc2c1cc(NS(=O)(=O)c1ccc(C(=O)O)cc1)c1ccccc12,i,i,i,i,i,i,11.8,i,6.1,i,-21.0
Cc1cnc(C(=O)OCC(=O)Nc2ccc(C)c(S(=O)(=O)N3CCCCC3)c2)cn1,i,i,i,i,i,i,-3.8,i,1.4,i,-10.6
CC1(C)CC(=O)C(C(C2=C(O)CC(C)(C)CC2=O)c2ccc(Br)s2)C(=O)C1 (stereo not given),i,i,i,10*,i,i,-4.3,i,6.6,i,-17.1
O=C(NCc1c[nH]c2ccccc12)c1ccccc1,i,i,i,i,i,i,1.6,i,-3.7,i,-4.2
CCOC(=O)CC(=O)CSc1nc(CC)c(C)cc1C#N,i,i,i,i,i,i,7.9,i,-6.9,i,-6.9
O=C(NCC(=O)N(c1cccc(F)c1)C(C(=O)NC1CCCC1)c1ccncc1)c1cccs1 (stereo not given),i,i,i,i,i,i,-6.9,i,4.3,i,-5.8
O=C(Cn1nnc(-c2ccccc2)n1)c1ccccc1,i,i,i,i,i,i,2.6,i,6.4,i,-12.7
COc1cccc(CN(C)C(=O)c2cc(COc3c(F)cccc3F)on2)c1,i,i,i,i,i,i,5.3,i,-4.9,i,-10.3
COc1cc(NC(=O)CN2C(=O)CN(C)C2=O)c(C)cc1[N+](=O)[O-],i,i,i,i,i,i,nt,i,3.3,i,-3.7
C=CCNC(=S)NNc1nc2sc3c(c2c(=O)[nH]1)CC(C)(C)OC3,i,i,i,i,i,i,-2.5,i,-7.4,i,-9.5
CCOC(=O)c1[nH]nc2c1C(=O)N(Cc1ccccc1)C2=O,i,i,i,i,i,i,-0.3,i,1.3,i,-4.6
Cc1ncsc1CCSc1n[nH]c(=O)n1-c1ccccc1,i,i,i,i,i,i,4.7,i,-1.4,i,-6.4
CSc1nc2ccc(NS(=O)(=O)c3ccc4c(c3)OCCO4)cc2s1,100*,i,i,i,i,i,17.4,i,4.1,i,-12.0
NC(=O)[C@@H]1CC2(CC(c3cccc(NC(=O)CC(c4ccccc4)c4ccccc4)c3)=NO2)CN1C(=O)c1ccc(Cl)cc1 (stereo not given in full),i,i,i,i,i,i,1.4,i,?,i,-4.6
O=C(C[n+]1ccc(C(=O)N/N=C/c2ccc(Cl)cc2Cl)cc1)c1ccccc1,i,i,i,i,i,i,nt,i,3.3,i,-15.3
O=C(CNC(=O)c1ccccc1)OCC(=O)c1cccs1,i,i,i,i,i,i,-2.5,i,-7.6,i,-4.0
CC1(C)CC(=O)C2=C(C1)N(Cc1cccnc1)C(=O)C2(NC(=O)c1cccnc1)C(F)(F)F (stereo not given),i,i,i,i,i,i,-1.5,i,-3.6,i,-7.8
CCc1nnc(NC(=O)CCC(=O)NCCc2ccc(OC)c(OC)c2)s1,i,i,i,i,i,i,1.2,i,3.7,i,-6.1
Cc1nn(Cc2ccccc2)c(C)c1NC(=O)Cn1nc([N+](=O)[O-])c(Cl)c1C,i,i,i,i,i,i,-4.8,i,-0.7,i,-1.0
CCc1nc2cc(Cl)c(Cl)cc2nc1CC,i,i,i,i,i,i,-4.7,i,-2.8,i,-12.3
CCn1nnnc1SCCSc1nnnn1CC,i,i,i,i,i,i,-0.7,i,-2.7,i,1.9
COc1ccccc1CNC(=O)CSc1nc2nc(C)cc(C)n2n1,i,i,i,i,i,i,2.1,i,-1.8,i,-9.6
CCCCNc1ccc(C(CC(N)=O)NC(=O)c2cc(C)cc(C)c2)cc1[N+](=O)[O-] (stereo not given),i,i,i,i,i,i,-15.1,i,2.2,i,-7.0
CC(OC(=O)c1cccs1)C(=O)NCc1cccs1 (stereo not given),i,i,i,i,i,i,-1.8,i,-6.2,i,-9.1
CCCCOC(=O)Nc1nnc(Cc2ccc(Cl)cc2)s1,i,i,i,i,i,i,2.5,i,0.8,i,0.3
N#CCc1ccc(OC(=O)c2ccncc2)cc1,i,i,i,i,i,i,0.4,i,1.7,i,-5.1
CCC(c1nnc(SCC(=O)Nc2cc(S(C)(=O)=O)ccc2Cl)n1Cc1ccccc1)N(C)C (stereo not given),i,i,i,i,i,i,-1.7,i,3.3,i,-5.4
Cc1ccc(F)c([C@H]2[C@@H]3C=CCC[C@@]3(C)C(=O)N2Cc2ccccc2)c1,i,i,i,i,8*,i,nt,i,-2.1,i,-6.4
CN1C(=O)C(CC(=O)NCCc2ccccc2)N(NC(=O)c2cccc(F)c2)C1=S (stereo not given),i,i,i,i,i,i,-1.6,i,-0.9,i,-7.1
Cc1oc2c(C)c(O)ccc2c(=O)c1-c1ccc2ccccc2n1,i,i,i,i,i,i,-3.8,i,7.8,i,-6.3
COc1cc2c(cc1OC)C(c1cc3cc4c(cc3[nH]c1=O)OCO4)N(C(=O)C(C)C)CC2 (stereo not given),i,i,i,i,i,i,-3.5,i,3.2,i,-6.5
CCc1nc(-c2ccc(OC)c(OC)c2)cc2cc(OC)c(OC)cc12,i,i,i,i,i,i,-3.4,i,3.6,i,-11.5
CCn1c(NC(=O)c2cccs2)nc2ccccc21,i,i,i,i,i,i,-0.1,i,1.4,i,-9.7
Cc1cc(=O)nc2c3ccccc3n(CC(=O)NCCC3=CCCCC3)n12,i,i,i,i,i,i,-4.9,i,1.0,i,-4.6
CCCN(CCC)CCNC(=O)C1c2ccccc2C(=O)N2CCc3ccccc3C12 (stereo not given),i,i,i,i,i,i,-0.3,i,1.1,i,-10.4
Cc1ccccc1NC(=O)CSc1nc(N2CCCCC2)nc(N2CCCCC2)n1,i,i,i,i,i,i,-11.4,i,4.7,i,-16.0
CCOc1ccc(CCNC(=O)COC(=O)c2cc(OC)c(OC)c(OC)c2)cc1OCC,i,i,i,i,i,nt,nt,i,-4.9,nt,-7.1

# Screening data from PubChem BioAssay.

# The list is partial. The share of hits here may be higher or lower than overall.
